Giardia killer = Small Molecules that selectively kill Giardia lamblia: qHTS; 0.15% of 340,000 active; activity change, % at 7.66 µM, hits read low; Giardia lamblia trophozoite viability; in the data active = activity change below about -80%; inconclusive = between about -30% and that limit;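 also: parasites exposed to compound for two days anaerobically before the ATP read; % is scaled to controls: 0 for no effect and ±100 for the full control effect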
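Killing of trophozoites was scored by loss of ATP luminescence after a 48 hrs anaerobic exposure to compounds at 37 deg C, using 100 cells per well.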
BRCA1 expr up = qHTS Assay to Identify Small Molecule Activators of BRCA1 Expression; 1.1% of 380,000 active; AID 624202, 2012; MCF7-BRCA1-FFLuc reporter, luminescence, 48 h; response scale: scaled: vehicle 0%, 10 µM genistein 100%; Potency, µM (highest dose often 46.1 µM), without a hit: at the top dose activation, most hits filed as activators; also: potency is read from the fitted curve at half-maximal effect; nearly all actives have a fitted effect of over 80% in size; some results filed as inactive show a strong effect at the top dose
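First, MCF7-BRCA1-FFLuc cells (2000/well) attach for 2 h; next, compounds are pin-added and incubated 48 h at 37 °C; finally, luciferase reagent is added and luminescence read after 15 min.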
ELG1 genotoxic = qHTS screen for small molecules that induce genotoxicity in human embryonic kidney (HEK293T) cells expressing luciferase-tagged ELG1; HEK293T ELG1-luciferase reporter, luminescence, 16 h; Potency, µM (doses to about 46 µM), for the others: at the top dose activity change, positive = activation, usual class: activators; 1.3% of 330,000 active; AID 504466, 2011; also: potency is read from the fitted curve at half-maximal effect; % of control where 0% means no effect; nearly all actives have a fitted effect of over 60% in size
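DMSO vehicle served as control against compound-treated ELG1-luciferase HEK293T cells; exposure lasted 16 hr at 37 °C and 5% CO2, followed by ONE-Glo luminescence detection after 30 min.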
p53 reactivator = qHTS assay for re-activators of p53 using a Luc reporter. AID 504706, 2011. 0.063% of 320,000 active. Potency, µM (highest dose often 92.2 µM), for the others: at the top dose activity change, positive = activation, actives largely listed as activators. H1299 p53-A138V BP100-luciferase reporter, luminescence, 24 h; also: potency is read from the fitted curve at half-maximal effect; % of control where 0% means no effect; nearly all actives have a fitted effect of over 45% in size
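p53-null H1299 cells stably carrying temperature-sensitive p53-A138V and a BP100-luciferase reporter were pinned with compounds (4-point, 1:5 series) and held 24 hrs at 37 deg C. Luminescence was read 10 min after detection reagent.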
An asterisk follows results filed as active; u = inconclusive; [ ] = remark or other dose. Unless noted, calls follow the shape of the dose curve; as a rule, active = well fitted activation curve with a large enough effect; inconclusive = small, poorly fitted or top-dose-only effect; inactive = no such curve, though single readings can be large or run the other way. An excerpt; count on the stated rates, not on these rows.

SMILES	Giardia killer	BRCA1 expr up	ELG1 genotoxic	p53 reactivator
CCCCNS(=O)(=O)CCNCc1ccccc1OC	6	13%	13%	-6%
CN(CC(=O)NCC1COc2ccccc2O1)S(=O)(=O)c1ccc(Cl)cc1 (centres undefined)	7	-8%	2%	-5%
NS(=O)(=O)c1cc(C(=O)NNC(=O)c2ccc3c(c2)OCO3)ccc1Cl	12	3%	11%	2%
NC(=O)C1CCN(c2ccc(S(=O)(=O)N3CCCCC3)cc2[N+](=O)[O-])CC1	u	-16%	-4%	7%
O=C(CCNC(=O)c1ccccc1)NNC(=O)c1ccccc1Br	-9	-2%	2%	-6%
CCCCN(C(=O)CSc1nc2ccccc2s1)c1c(N)n(CCCC)c(=O)[nH]c1=O	-30	-48%	-1%	-3%
COc1ccc(N(CC(=O)NC2CCCCC2)S(=O)(=O)c2cccs2)cc1	-2	3%	1%	1%
Cc1cc(C(=O)COC(=O)/C=C/c2ccco2)c(C)n1C	-10	u	u	u
Cc1noc(C)c1S(=O)(=O)Nc1ccc2c(c1)CC(=O)N([C@H](C)CO)C[C@H](C)[C@H](CN(C)S(=O)(=O)c1ccc(F)cc1)O2	20	-23%	2%	-5%
CCN(C[C@H]1N[C@@](Cc2ccccc2)(C(=O)OC)[C@H]2C(=O)N(C)C(=O)[C@@H]12)C(=O)Nc1ccc(F)cc1	-19	-2%	2%	-4%
COC(=O)[C@]1(C)N[C@H](CN(C)S(=O)(=O)c2ccc(OC(F)(F)F)cc2)[C@@H]2C(=O)N(C)C(=O)[C@@H]21	-4	4%	2%	-2%
Cc1cnc(C(=O)OCC(=O)Nc2cc(S(=O)(=O)N3CCOCC3)ccc2Cl)cn1	8	-3%	-2%	4%
O=C1N[C@H](Cc2ccccc2)COC(=O)[C@H](Cc2ccc(F)cc2)C/C=C\C[C@H]1CC(=O)N(CCO)Cc1ccccc1	0	-29%	-6%	4%
CC1Cc2ccccc2N1C(=O)Cn1cc([N+](=O)[O-])ccc1=O (centres undefined)	15	-1%	4%	-3%
COc1ccc(OCC(=O)N(C)CC2COc3ccccc3O2)cc1 (centres undefined)	0	17%	1%	-2%
CN(c1ccc(OCCOc2ccccc2Cl)cc1)S(=O)(=O)c1ccccc1	12	-21%	-1%	4%
O=C(C[C@H]1C/C=C\CC[C@@H](Cc2ccc(F)cc2)C(=O)O[C@@H](c2ccccc2)CNC1=O)N[C@@H](CO)Cc1ccccc1	4	-7%	5%	2%
O=C(C[C@H]1C/C=C\C[C@H](Cc2ccc(F)cc2)C(=O)OCCNC1=O)NCCO	2	-28%	4%	0%
Cc1noc(C)c1S(=O)(=O)N(C)C[C@H]1Oc2c(cccc2N(C)C)C(=O)N([C@H](C)CO)C[C@@H]1C	-17	-4%	0%	0%
C[C@H](CO)N1C[C@H](C)[C@H](CN(C)Cc2ccc(-c3ccccc3)cc2)Oc2ccc(NS(=O)(=O)c3ccccc3)cc2CC1=O	2	-88%[inhibitor]	-4%	0%
O=C(COC(=O)Cc1ccccc1)NCc1ccc2c(c1)OCO2	-5	-9%	0%	-6%
CCN(C(=O)COC(=O)c1cnccn1)c1cccc2ccccc12	-14	3%	1%	-1%
Cc1ccc(C)c(N2CCN(C(=O)CCc3nc(-c4ccccc4Cl)no3)CC2)c1	23	-26%	-6%	10%
O=C(NCc1ccccc1C(F)(F)F)c1cccc2c1C(=O)c1ccc(N3CCCCC3)cc1S2(=O)=O	-20	0%	1%	-4%
O=C(Nc1ccc(S(=O)(=O)NC2=NCCCCC2)cc1)c1cccc(S(=O)(=O)N2CCOCC2)c1	8	-26%	-5%	-21%
COc1ccc2c(c1)CCCC21NC(=O)N(CC(=O)N2CC(C)OC(C)C2)C1=O (centres undefined)	2	10%	-2%	1%
CCOc1ncccc1C(=O)OCC(=O)Nc1ccc(Cl)cn1	-7	0%	3%	-8%
CC[C@@]1(C(=O)OC)N[C@H](CN(C)C(=O)Nc2ccccc2)[C@@H]2C(=O)N(Cc3ccccc3)C(=O)[C@@H]21	0	5%	6%	-2%
COc1ccccc1NS(=O)(=O)c1ccc(C(=O)N2CCN(c3ccccn3)CC2)cc1	7	-23%	-5%	-5%
COc1ccccc1N1CC(C(=O)Nc2ccc(C)c(S(=O)(=O)N3CCOCC3)c2)CC1=O (centres undefined)	33[activator]	-5%	-1%	-1%
Cc1nc(SCc2nc3ccc(C(=O)c4ccccc4)cc3[nH]2)c2oc3ccccc3c2n1	-8	0%	3%	2%
CC(C)=CCC/C(C)=C/CNC(=O)C[C@H]1C[C@H](C(=O)N2CCOCC2)[C@@]2(C)c3[nH]c4cc(CCC(=O)N(C)C)ccc4c3CCN2C1=O	-1	-53%	1%	-4%
COc1cc(CCC(=O)OCC(=O)N2CC(=O)Nc3ccccc32)cc(OC)c1OC	44[activator]	-15%	6%	-2%
O=C(NCCc1ccc(F)cc1)c1cccc2c1C(=O)c1ccc(N3CCC(Cc4ccccc4)CC3)cc1S2(=O)=O	19	-20%	-8%	0%
Cc1cnc(NC(=O)c2cc(S(=O)(=O)N(C)C)ccc2N2CCCC2)s1	11	-39%	-3%	-18%
CC(C)[C@H](NC(=O)c1ccccc1F)C(=O)NC1CCCCCCC1	10	-3%	0%	3%
COc1ccc(S(=O)(=O)N2CCN(C(=O)c3cc(C4CC4)nn3-c3ccccc3)CC2)cc1OC	11	-13%	-8%	-8%
CN(CC(=O)Nc1ccc(Cl)c(C(F)(F)F)c1)C(=O)COC(=O)C1CC2CCCC(C1)C2=O (centres undefined)	-10	-7%	2%	4%
O=C(c1ccccc1NS(=O)(=O)c1ccc([N+](=O)[O-])cc1[N+](=O)[O-])N1O[C@@H]2C=C[C@H]1C2	-8	0%	11%	9%
C[C@H](CO)N1C[C@H](C)[C@@H](CN(C)C(=O)NC2CCCCC2)Oc2ccc(NC(=O)c3ccncc3)cc2C1=O	23	-7%	4%	0%
O=C(COC(=O)CNC(=O)c1ccccc1)Nc1ccc(Cl)cn1	1	-20%	1%	-2%
O=S1(=O)c2ccc(Br)cc2N2CCC[C@H]2CN1Cc1ccccc1	-28	-56%	-2%	-2%
COC(=O)[C@]1(C)N[C@H](CN(C)C(=O)Nc2ccc(Cl)cc2)[C@@H]2C(=O)N(Cc3ccccc3)C(=O)[C@@H]21	u	7%	1%	-4%
Cc1cc(C)c(C(=O)COC(=O)CN2C(=O)NC3(CCCC3)C2=O)cc1C	-19	-5%	1%	-4%
CCCCN1CC(=O)N2[C@H]3c4ccccc4OC[C@@H]3[C@H](C(=O)OCC)[C@]2(C)C1=O	-6	0%	3%	-1%
Cc1noc(C)c1NC(=O)N(C)C[C@H]1Oc2c(NC(=O)C3CC3)cccc2C(=O)N([C@H](C)CO)C[C@@H]1C	11	-8%	1%	-2%
CCCc1cc(=O)[nH]c(SCC(=O)N2c3ccccc3CC2C)n1 (centres undefined)	28	-17%	0%	1%
COc1ccc(C2(c3ccc(OC)cc3)NC(=O)N(CC(=O)NC3CCS(=O)(=O)C3)C2=O)cc1 (centres undefined)	-15	-3%	-2%	-2%
COc1ccc(CNC(=O)COC(=O)c2cccn2C)cc1	8	64%	u	u
COCCN(C(=O)CSc1ccc2c(c1)OCCO2)c1c(N)n(CC(C)C)c(=O)[nH]c1=O	-3	-5%	0%	1%
C[C@H](CO)N1C[C@H](C)[C@@H](CN(C)S(=O)(=O)c2ccccc2)Oc2c(NS(=O)(=O)c3cccs3)cccc2C1=O	5	-14%	0%	-1%
CN(CC(=O)Nc1ccc(F)c(F)c1F)C(=O)/C=C/c1ccco1	3	-12%	-2%	7%
Cc1cc(NC(=O)CN2C(=O)NC(CC(C)C)C2=O)no1 (centres undefined)	5	4%	-2%	2%
O=C1CN(C(=O)COC(=O)COc2ccccc2)c2ccccc2N1	-3	1%	0%	8%
CSc1ncccc1C(=O)OCC(=O)NC12CC3CC(CC(C3)C1)C2	19	-9%	-3%	5%
Cc1ccc2c(c1)C(=O)N1[C@H]3c4cc(Br)ccc4OC[C@@H]3[C@H](c3ccccc3)[C@]1(C)C(=O)N2	-2	-20%	-1%	2%
Cc1cc(C(=O)CSc2nc(N)cc(N)n2)c(C)n1CC1CCCO1 (centres undefined)	11	23%	-2%	14%
C[C@H](CO)N1C[C@H](C)[C@@H](CN(C)S(=O)(=O)c2ccccc2)Oc2c(NS(=O)(=O)c3ccc(F)cc3)cccc2C1=O	9	0%	2%	0%
C[C@H](CO)N1C[C@H](C)[C@@H](CN(C)CC2CCCCC2)Oc2ccc(NC(=O)Cn3cnnn3)cc2C1=O	-1	11%	-2%	7%
NC(=O)c1ccc(NC(=O)CSC(=O)c2ccccc2)cc1	11	3%	3%	11%

Overlap with the part before: 6 compounds, followed by the next part.
SMILES	Giardia killer	BRCA1 expr up	ELG1 genotoxic	p53 reactivator
CSc1ncccc1C(=O)OCC(=O)NC12CC3CC(CC(C3)C1)C2	19	-9%	-3%	5%
Cc1ccc2c(c1)C(=O)N1[C@H]3c4cc(Br)ccc4OC[C@@H]3[C@H](c3ccccc3)[C@]1(C)C(=O)N2	-2	-20%	-1%	2%
Cc1cc(C(=O)CSc2nc(N)cc(N)n2)c(C)n1CC1CCCO1 (centres undefined)	11	23%	-2%	14%
C[C@H](CO)N1C[C@H](C)[C@@H](CN(C)S(=O)(=O)c2ccccc2)Oc2c(NS(=O)(=O)c3ccc(F)cc3)cccc2C1=O	9	0%	2%	0%
C[C@H](CO)N1C[C@H](C)[C@@H](CN(C)CC2CCCCC2)Oc2ccc(NC(=O)Cn3cnnn3)cc2C1=O	-1	11%	-2%	7%
NC(=O)c1ccc(NC(=O)CSC(=O)c2ccccc2)cc1	11	3%	3%	11%
CCCc1cc(=O)[nH]c(SCC(=O)c2cc(C)n(CC3CCCO3)c2C)n1 (centres undefined)	-5	-22%	0%	8%
C[C@H](CO)N1C[C@H](C)[C@@H](CN(C)CC2CC2)Oc2c(NS(=O)(=O)c3ccc(F)cc3)cccc2C1=O	-17	19%	0%	-3%
C[C@@H]1COC(=O)[C@@H](Cc2ccc(F)cc2)C/C=C\C[C@@H](CC(=O)N(CCO)Cc2ccccc2)C(=O)N1	-10	4%	-3%	4%
Cc1cccc(C)c1-n1nnnc1SCC(=O)c1c(N)n(C2CC2)c(=O)[nH]c1=O	8	-14%	-6%	-1%
O=C(CCc1nc(-c2ccc(F)cc2)no1)Nc1cccc(C(=O)NC2CC2)c1	9	-22%	-3%	2%
COc1cc(CC(=O)OCC(=O)NC(C)c2ccccc2)cc(OC)c1OC (centres undefined)	0	-8%	-1%	9%
C=C(C)C(O)CC/C(C)=C/Cc1c(O)ccc(C(=O)/C=C/c2ccc(O)cc2)c1O (centres undefined)	-24	-22%	0%	-1%
COc1ccc2[nH]c3c(c2c1)CCN1C(=O)C(CC(=O)NCCCN(C)C)C[C@H](C(=O)N(C(C)C)C(C)C)[C@@]31C (some centres undefined)	13	12%	0%	-1%
CC1CCCC(NC(=O)CN2C(=O)NC(Cc3c[nH]c4ccccc34)C2=O)C1C (centres undefined)	-15	-8%	14%	-3%
N#CCCN(C(=O)COC(=O)c1ccc(S(=O)(=O)N2CCOCC2)cc1)c1ccccc1	-17	-27%	1%	-1%
COc1ccc(-c2cc(CCC(=O)N3CCN(c4cc(C)ccc4C)CC3)on2)cc1	-3	-17%	-2%	9%
CSc1nc(N)nc2c1ncn2CC(=O)NCc1ccccc1	-18	11%	-4%	3%
COc1ccc([C@H]2C(C(=O)O)=C[C@@H](CC3CCCC3)N2S(=O)(=O)c2ccc(C)cc2)cc1OC	2	9%	-2%	-3%
CC1CN(C(=O)COC(=O)c2ccc3ncsc3c2)CC(C)O1 (centres undefined)	-3	34%	6%	6%
C[C@H](CO)N1C[C@H](C)[C@H](CN(C)S(=O)(=O)c2cccs2)Oc2ccc(NC(=O)Nc3ccc4c(c3)OCO4)cc2CC1=O	-4	-73%	-2%	0%
CCC(CO)Oc1cc(NCc2ccc(C(F)(F)F)cc2)c2ncn(C(C)C)c2c1 (centres undefined)	-27	-28%	-2%	-4%
O=C(Cc1ccc(Br)cc1)NNC(=O)c1cccs1	-16	-3%	2%	9%

Some values from above:
C[C@H](CO)N1C[C@H](C)[C@@H](CN(C)CC2CC2)Oc2c(NS(=O)(=O)c3ccc(F)cc3)cccc2C1=O in ELG1 genotoxic = 0%
COc1ccc([C@H]2C(C(=O)O)=C[C@@H](CC3CCCC3)N2S(=O)(=O)c2ccc(C)cc2)cc1OC in p53 reactivator = -3%

Screening data: PubChem BioAssay, National Center for Advancing Translational Sciences (NCATS)
